# Compound activity deposited in PubChem BioAssay by National Center for Advancing Translational Sciences (NCATS).
# RGS4 inh: Inhibitors of Regulator of G Protein Signaling (RGS) 4: qHTS; Transcreener GDP fluorescence polarization, RGS4-accelerated GTP hydrolysis; Regulator of G-protein signaling 4 (Homo sapiens), P49798; Potency, µM (top dose mostly 114 µM), inactives show at the highest dose activity change, negative = inhibition, actives largely listed as inhibitors; AID 504845, 2011; 0.039% of 390,000 active; also: potency is read from the fitted curve at half-maximal effect; % is scaled to controls: 0 for no effect and ±100 for the full control effect; nearly all actives have a fitted effect of over 75% in size; some results filed as inactive show a strong effect at the top dose
# Target sequence (P49798 whole entry, looked up): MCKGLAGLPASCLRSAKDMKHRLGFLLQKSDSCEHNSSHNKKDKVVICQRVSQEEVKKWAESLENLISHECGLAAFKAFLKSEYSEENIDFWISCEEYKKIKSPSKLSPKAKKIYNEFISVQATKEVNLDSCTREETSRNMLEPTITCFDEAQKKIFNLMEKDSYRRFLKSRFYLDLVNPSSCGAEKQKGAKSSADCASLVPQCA
#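 MLSMR compounds (23 nl, pin-transferred) preincubated 10 min at room temperature with a 500nM (2x) first reagent, then RGS4 at 900nM (2x) plus Transcreener GDP mix added; fluorescence polarization (620/688 nm) read before and after 90 min at 30 °C.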
# ALOX12 inh: Primary qHTS assay for inhibitors of human arachidonate 12S-lipoxygenase (ALOX12): Round 2. purified 12hLO, xylenol orange hydroperoxide absorbance. Potency, µM (titrated, usually from 108 µM), for inactives: at the highest dose activity change, negative = inhibition, actives largely listed as inhibitors. 1.1% of 580,000 active; also: potency is read from the fitted curve at half-maximal effect; % is scaled to controls: 0 for no effect and ±100 for the full control effect
# Target sequence (P18054 whole entry, looked up): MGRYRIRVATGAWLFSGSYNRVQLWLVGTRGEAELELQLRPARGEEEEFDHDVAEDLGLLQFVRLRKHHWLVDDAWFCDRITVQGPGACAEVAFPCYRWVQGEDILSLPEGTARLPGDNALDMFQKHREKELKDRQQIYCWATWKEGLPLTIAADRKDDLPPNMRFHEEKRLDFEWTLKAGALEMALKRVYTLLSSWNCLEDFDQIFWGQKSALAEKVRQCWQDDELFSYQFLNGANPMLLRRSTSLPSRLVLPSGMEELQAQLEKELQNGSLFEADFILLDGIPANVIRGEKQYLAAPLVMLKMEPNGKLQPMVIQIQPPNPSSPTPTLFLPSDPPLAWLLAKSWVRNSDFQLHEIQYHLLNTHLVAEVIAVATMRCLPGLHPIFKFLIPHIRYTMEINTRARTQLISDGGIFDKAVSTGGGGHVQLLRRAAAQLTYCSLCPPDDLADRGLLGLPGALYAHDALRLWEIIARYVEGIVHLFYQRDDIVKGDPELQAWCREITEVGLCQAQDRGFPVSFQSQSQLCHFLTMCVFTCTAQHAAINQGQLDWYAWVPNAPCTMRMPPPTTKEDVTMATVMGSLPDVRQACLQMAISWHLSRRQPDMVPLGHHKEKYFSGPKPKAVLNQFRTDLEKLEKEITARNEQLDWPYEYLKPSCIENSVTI
#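 Purified human 12hLO (150 nM final) in 25 mM Hepes, 0.01% Triton X-100, pH 7.0 was preincubated 15 min at room temperature with compound. Then 40 uM arachidonic acid was added, 30 min. Hydroperoxide was read by Fe-XO absorbance ratio 573/405 nm.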
# ERG Ets-DNA blk: qHTS for Small Molecule Inhibitors of the ERG Ets/DNA interaction | Transcriptional regulator ERG (Homo sapiens), P11308 | fluorescence polarization, His-ERG Ets domain / labelled DNA | Potency, µM (series often up to 76.9 µM), inactives show at the top dose FP activity, negative = inhibition, hits mostly inhibitors | 0.028% of 370,000 active; active = well fitted inhibition curve with a large enough effect in the polarisation, with a control signal flat; inconclusive = small, poorly fitted or top-dose-only effect, or effect the other way, or a change in a side signal; inactive = no such curve, though single readings can be large or run the other way; the % refers to the polarisation;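 also: polarization taken with two DNA probes labelled with fluorescein and Texas red; potency is read from the fitted curve at half-maximal effect; % of control where 0% means no effect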
#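 His-tagged ERG Ets domain (1 uM in the protein solution; 300mM KCl, 50mM Tris-HCl, 1mM EDTA, 1mM DTT, pH 7.5) received compound, then a probe mix of 5 nM fluorescein-DNA and 100nM Texas-615-DNA. Fluorescence polarization was read for both dyes.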
# GRP78 ERSR act: qHTS for Inducers of the Endoplasmic Reticulum Stress Response (ERSR) in Human Glioma: qHTS. 0.02% of 420,000 active. U87-MG GRP78 promoter luciferase reporter, 16 h. Potency, µM, for inactives: at the top dose activation, usual class: activators; also: potency is read from the fitted curve at half-maximal effect; series mostly up to about 76 µM; % of control where 0% means no effect; nearly all actives have a fitted effect of over 35% in size
#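 Stably transfected U87-MG glioma cells carrying a GRP78-based luciferase sensor; 16 h compound incubation. Luminescence end-point read 10 min after Bright-Glo addition at room temperature.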
# LDHA block: qHTS assay for inhibitors of human lactate dehydrogenase; purified LDHA, NADH/diaphorase-resazurin fluorescence; stronger effect = lower value; AID 1347041, 2019; activity change, % (values are at about 110 or 230 µM); L-lactate dehydrogenase A chain (Homo sapiens), P00338; 0.15% of 480,000 active; in the data active = activity change below about -30%; inconclusive = mostly about -25% to -30%;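 also: plate controls were DMSO wells for no effect and wells without enzyme for full effect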
#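 Human LDH5 at 2 nM final in Tris HCl pH 7.4 with 0.06 mM NADH and 0.2 mM pyruvate, reacted 5 minutes at room temperature. Remaining NADH coupled via diaphorase/resazurin; resorufin fluorescence read at 0 and 20 minutes, normalized to enzyme-free and DMSO wells.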
# D2 agonist: HTS Assay for Allosteric Agonists of the Human D2 Dopamine Receptor: Primary Screen for Agonists; HEK293 T-REx D2 cells, calcium flux agonist mode; activation, % at 2 µM; 0.53% of 340,000 active; AID 485358, 2010;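 active = activation over 3 SD above normal in the single-dose calcium agonist read, cut at about 30% in these data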; also: 0% is about no effect
#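 Calcium-flux readout, 1 cycle/sec over 180 s following compound pin transfer, in inducible HEK293 Trex D2 cells (force-coupled); dopamine controls included. Positive calcium responses during this window marked compounds as potential agonists.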
# D2 antag: HTS Assay for Allosteric Antagonists of the Human D2 Dopamine Receptor: Primary Screen for Antagonists; D(2) dopamine receptor (Homo sapiens), P14416; HEK293 TREx D2 cells, calcium flux, dopamine EC80; inhibition, % at 10 µM; 2% of 340,000 active; AID 485344, 2010; in the data active = inhibition above about 30%; also: 0% is about no effect
#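 Tetracycline-induced HEK293 T-REx cells expressing D2 force-coupled to calcium signalling were dye-loaded, exposed to compound for 180 s, then challenged with an EC80 of dopamine; calcium flux was followed kinetically for a further 180 s.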
# Vif-A3F inh: qHTS for Inhibitors of Vif-A3F Interactions: qHTS; AID 602313, 2012; Potency, µM (top dose mostly 46.1 µM), without a hit: top-dose activity, negative = active; HeLa A3F-eYFP + Vif (tagged APOBEC3F with the HIV-1 protein that degrades it), YFP fluorescence increase; 0.2% of 390,000 active; also: potency is read from the fitted curve at half-maximal effect; % of control where 0% means no effect; nearly all actives have a fitted effect of over 65% in size
#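 HeLa cells stably expressing A3F-eYFP plus Vif, plated and incubated overnight at 37 deg C, then exposed to compounds overnight at 37 deg C. Blocked degradation read as raised yellow fluorescence (Ex 488/Em 500-530).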
# Vif-APOBEC3G blk: qHTS for Inhibitors of Vif-A3G Interactions: qHTS; 0.076% of 410,000 active; DNA dC->dU-editing enzyme APOBEC-3G (Homo sapiens), Q9HC16; HeLa A3G-eYFP + Vif (tagged APOBEC3G with the HIV-1 protein that degrades it), YFP fluorescence, overnight; AID 602310, 2012; Potency, µM (top dose mostly 46.1 µM), for inactives: top-dose activity, negative = active, actives largely listed as inhibitors;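 also: potency is read from the fitted curve at half-maximal effect; % is scaled to controls: 0 for no effect and ±100 for the full control effect; nearly all actives have a fitted effect of over 60% in size; hits raise eYFP signal because A3G escapes Vif-driven loss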
#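 HeLa cells stably expressing Vif and C-terminally eYFP-tagged A3G, seeded overnight at 37 deg C, then exposed to compound by pintool overnight at 37 deg C. Rise in yellow fluorescence (Ex 488/Em 500-530, Acumen) marks blocked Vif-driven A3G degradation.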
# Starred values were filed as active, the others as inactive; ? = inconclusive; / = not tested or not shown; & = joins results of further samples; [ ] = remark or other dose. Unless noted, calls follow the shape of the dose curve; as a rule, active = well fitted curve in the direction sought with a large enough effect; inconclusive = small, poorly fitted or top-dose-only effect, or another doubt; inactive = no such curve, though single readings can be large; an effect the other way counts as inactive or inconclusive.
smiles	RGS4 inh	ALOX12 inh	ERG Ets-DNA blk	GRP78 ERSR act	LDHA block	D2 agonist	D2 antag	Vif-A3F inh	Vif-APOBEC3G blk
COC(=O)Cc1ccc(NC(=S)NCc2ccco2)cc1	-9.7%	-16.7%	-1.3%	0.1%	-5.9	-0.2	-15.9	0.3%	0.9%
O=C(NCCc1ccccn1)c1cc(C(=O)C2CCCCC2)c[nH]1	-19.1%	0.0%	-0.5%	-0.9%	-2.5	0.6	-12.2	-3.0%	-4.2%
O=C(O)Cc1csc(-c2ccc(F)cc2)n1	-14.4%	-2.9%	-5.1%	-4.9%	-3.7	0.0	15.6	1.0%	0.3%
CCOc1ccccc1C(=O)N(Cc1ccccc1F)C1CCS(=O)(=O)C1 (configuration not stated)	14.6%	-3.7%	?	-1.5%	-17.2	1.3	/	-0.4%	-1.6%
CCC(=O)OC1(C)C(=O)C2=COC(c3ccc(OC)cc3)=CC2=C(Br)C1=O (configuration not stated)	?	50.1µM*	16.9%	-0.9%	11.7	1.0	9.5	-7.4%	-9.6%
COc1ccc(NC(=O)CSC2=Nc3ccccc3C3=NC(CC(=O)NCc4ccccc4OC)C(=O)N23)cc1Cl (configuration not stated)	-18.9%	-15.3%	-0.6%	-0.7%	0.1	-0.2	/	-18.5%	-3.0%
Cc1cnc(NC(=O)CSc2c(Cl)cccc2Cl)s1	?	0.0%	11.4%	-6.0%	-2.8	0.5	3.9	1.4%	-1.2%
O=C(Nc1ccccc1Cl)/C(Cl)=C(\Cl)S(=O)c1ccccc1 (configuration not stated)	?	?	6.0%	-18.9%	-3.3	/	/	4.9%	-0.6%
O=C(CN1C(=O)C2C3C=CC(C3)C2C1=O)NCCc1ccccc1Cl (configuration not stated)	-14.0%	0.0%	5.0%	-1.1%	-5.6	-0.1	-0.4	-2.2%	2.5%
Cc1nn(C2CCS(=O)(=O)C2)c(Cl)c1/C=C/C(=O)OCC(=O)Nc1ccc2c(c1)OCO2 (configuration not stated)	-17.9%	-22.3%	6.3%	-2.2%	3.6	-1.1	4.7	-20.8%	2.1%
COc1ccc(NC2CCCN(C(=O)CCc3cccc(F)c3)C2)cc1 (configuration not stated)	-23.1%	?	11.1%	-2.8%	8.2	-1.1	1.3	3.6%	0.5%
CCCCOc1cc(NCc2ccccc2)c2ncn(C(C)C)c2c1	1.5%	?	-2.3%	3.8%	17.9	/	/	-1.2%	-16.8%
Cc1nn(-c2ccccc2)c(C)c1/C=N\N1CCN(c2ccc(Cl)cc2)CC1	4.9%	0.0%	-1.5%	-7.3%	-2.3	-0.1	-16.2	6.5%	3.0%
CC(C)N=C1CC(C)(C)CC(=O)/C1=C(/O)CCCN1C(=O)c2ccccc2C1=O	-18.5%	-7.2%	-9.7%	-1.5%	-3.7	0.9	0.1	7.0%	-0.9%
COc1ccc(-c2noc(-c3cccnc3N3CCN(c4ccc(OC)cc4)CC3)n2)cc1	31.6%	-20.2%	-5.5%	0.6%	-5.9	-1.1	/	-0.2%	3.3%
COc1ccc(C(=O)NCCc2cc3c(OC)ccc(OC)c3[nH]c2=O)cc1OC	10.5%	7.5%	2.4%	-2.9%	6.4	-1.2	-4.3	-1.2%	-9.0%
Cc1ccc2c(CC(=O)Nc3nnc(C(C)C)s3)coc2c1C	-2.2%	-35.9%	-3.4%	-3.6%	-4.7	-1.1	/	-10.1%	0.1%
O=C1CCCc2cc(S(=O)(=O)NCC3CCC(C(=O)NCc4ccccc4Cl)CC3)ccc2N1 (configuration not stated)	0.6%	-29.3%	0.7%	0.1%	-5.1	0.4	/	-0.3%	3.3%
CC1(C(=O)NS(=O)(=O)c2ccc(F)cc2F)CCN1C(=O)c1ccc(C2CCCCC2)cc1 (configuration not stated)	/	?	/	-0.7%	-5.2	/	/	/	-1.7%
CC1CCN(C(=O)Cc2nn(C)c(=O)c3ccccc23)CC1	-2.5%	62.2%[activator]	-8.9%	-3.9%	-5.3	-0.2	-6.9	-8.9%	-2.8%
CCN1CCc2nc3sc(C(=O)c4ccccc4)c(N)c3cc2C1	-28.7%	?	4.1%	-3.3%	6.8&8.2	5.5	/	?	?
COc1ccc(CCNC(=O)Cn2nnc3ccccc3c2=O)cc1	10.2%	-14.8%	-5.5%	-3.8%	-6.3	/	/	-8.9%	-3.5%
CCN(CC)S(=O)(=O)c1ccc(-c2csc(=Nc3cccc(C(F)(F)F)c3)n2Cc2ccc3c(c2)OCO3)cc1	-19.3%	-12.8%	-3.8%	-3.8%	1.7	-0.1	/	1.1%	-1.4%
COc1ccc(CCNC(=O)c2cccc(C(=O)NCCc3ccc(OC)cc3)n2)cc1	-6.6%	?	8.1%	3.1%	-3.3	/	/	5.0%	-0.5%

# In a second layout: 4 of the compounds above
CCN1CCc2nc3sc(C(=O)c4ccccc4)c(N)c3cc2C1
- RGS4 inh: -28.7%
- ALOX12 inh: ?
- ERG Ets-DNA blk: 4.1%
- GRP78 ERSR act: -3.3%
- LDHA block: 6.8&8.2
- D2 agonist: 5.5
- D2 antag: /
- Vif-A3F inh: ?
- Vif-APOBEC3G blk: ?
COc1ccc(CCNC(=O)Cn2nnc3ccccc3c2=O)cc1
- RGS4 inh: 10.2%
- ALOX12 inh: -14.8%
- ERG Ets-DNA blk: -5.5%
- GRP78 ERSR act: -3.8%
- LDHA block: -6.3
- D2 agonist: /
- D2 antag: /
- Vif-A3F inh: -8.9%
- Vif-APOBEC3G blk: -3.5%
CCN(CC)S(=O)(=O)c1ccc(-c2csc(=Nc3cccc(C(F)(F)F)c3)n2Cc2ccc3c(c2)OCO3)cc1
- RGS4 inh: -19.3%
- ALOX12 inh: -12.8%
- ERG Ets-DNA blk: -3.8%
- GRP78 ERSR act: -3.8%
- LDHA block: 1.7
- D2 agonist: -0.1
- D2 antag: /
- Vif-A3F inh: 1.1%
- Vif-APOBEC3G blk: -1.4%
COc1ccc(CCNC(=O)c2cccc(C(=O)NCCc3ccc(OC)cc3)n2)cc1
- RGS4 inh: -6.6%
- ALOX12 inh: ?
- ERG Ets-DNA blk: 8.1%
- GRP78 ERSR act: 3.1%
- LDHA block: -3.3
- D2 agonist: /
- D2 antag: /
- Vif-A3F inh: 5.0%
- Vif-APOBEC3G blk: -0.5%

# Continuation:
# Order of results – RGS4 inh | ALOX12 inh | ERG Ets-DNA blk | GRP78 ERSR act | LDHA block | D2 agonist | D2 antag | Vif-A3F inh | Vif-APOBEC3G blk
CC(=O)N1N=C(c2ccc(Cl)cc2)OC12CCCC2
  12.5% | -1.6% | 11.8% | -0.4% | -7.8 | 0.0 | 9.2 | -3.2% | 7.5%
CCOc1ccccc1/C=N/n1c(COc2ccccc2)n[nH]c1=S
  ? | ? | -2.8% | -4.2% | -4.5 | 0.3 | -12.4 | -4.9% | -0.6%
CCCCN1Cc2c(nc3cc(-c4ccco4)[nH]n3c2=O)C1=O
  -46.0% | -79.8% | 4.7% | 1.7% | 1.2 | -1.0 | -11.2 | 2.7% | -0.1%
Cc1nc(SCC(=O)Nc2c(C)n(C)n(-c3ccccc3)c2=O)n[nH]1
  47.0% | -24.7% | -7.5% | -1.2% | -12.8 | 1.3 | 6.5 | -4.5% | 2.8%

# Exported with each value named: part of the list above.
> CC(=O)N1N=C(c2ccc(Cl)cc2)OC12CCCC2
  RGS4 inh = 12.5% | ALOX12 inh = -1.6% | ERG Ets-DNA blk = 11.8% | GRP78 ERSR act = -0.4% | LDHA block = -7.8 | D2 agonist = 0.0 | D2 antag = 9.2 | Vif-A3F inh = -3.2% | Vif-APOBEC3G blk = 7.5%

> CCOc1ccccc1/C=N/n1c(COc2ccccc2)n[nH]c1=S
  RGS4 inh = ? | ALOX12 inh = ? | ERG Ets-DNA blk = -2.8% | GRP78 ERSR act = -4.2% | LDHA block = -4.5 | D2 agonist = 0.3 | D2 antag = -12.4 | Vif-A3F inh = -4.9% | Vif-APOBEC3G blk = -0.6%

# This is a subset. The share of hits here may be higher or lower than overall.
